Source: PubChem (several laboratories)
CDK5 inh: inhibitors of human CDK5/p35 kinase, primary screen, biochemical, single concentration. Cyclin-dependent kinase 5 (Homo sapiens) + Cyclin-dependent kinase 5 activator 1 (Homo …. Recombinant CDK5/p35, ADP-Glo luminescence, 60 min. inhibition, % at 10 µM. actives 0.01% (n = 330,000);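 active = highest replicate inhibition of at least 50% and at least 75% of replicates reaching 50%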;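 note: plate controls were DMSO neutral control for no effect and GW8510 at 10 µM for full effect; many of its hits are not listed in these tables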
Rtt109 Vps75: inhibitors of C. albicans Rtt109/Vps75 HAT, primary screen, biochemical, ThioGlo CoA-SH fluorescence, plate reader; Histone acetyltransferase RTT109 (Candida albicans (strain SC5314 / ATCC MYA-2876)), …; purified Rtt109/Vps75, 4 h; inhibition, % at 34.9 µM; actives 0.16% (n = 330,000); AID 540336, 2011;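 active = inhibition of at least 50% in every replicate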
Wnt act: Wnt/beta-catenin pathway activators, primary screen, cell-based, plate reader, single point | activation, % at 9.35 µM | actives 1.2% (n = 300,000) | Wnt/beta-catenin reporter cell assay, activator; in the data active = activation above about 30%, passing the limit was not always enough;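 note: 0% = neutral control wells and 100% = positive control wells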
SR-BI DiI inh: inhibitors of SR-BI mediated HDL lipid uptake, primary screen, ldlA[mSR-BI] cells, fluorescence, single point; Scavenger receptor class B member 1 (Mus musculus), Q61009; actives 0.96% (n = 320,000); ldlA[mSR-BI] CHO cells, DiI-HDL uptake fluorescence, 3 h; inhibition, % at 12.5 µM;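 active = mean replicate inhibition of at least 70% and a set share of replicates each scoring 70 or more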;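 note: 0% = median of neutral control wells and 100% = median of positive control wells; values of inactives mirror those of a sister screen read the other way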
Target sequence (Q61009 whole entry, looked up): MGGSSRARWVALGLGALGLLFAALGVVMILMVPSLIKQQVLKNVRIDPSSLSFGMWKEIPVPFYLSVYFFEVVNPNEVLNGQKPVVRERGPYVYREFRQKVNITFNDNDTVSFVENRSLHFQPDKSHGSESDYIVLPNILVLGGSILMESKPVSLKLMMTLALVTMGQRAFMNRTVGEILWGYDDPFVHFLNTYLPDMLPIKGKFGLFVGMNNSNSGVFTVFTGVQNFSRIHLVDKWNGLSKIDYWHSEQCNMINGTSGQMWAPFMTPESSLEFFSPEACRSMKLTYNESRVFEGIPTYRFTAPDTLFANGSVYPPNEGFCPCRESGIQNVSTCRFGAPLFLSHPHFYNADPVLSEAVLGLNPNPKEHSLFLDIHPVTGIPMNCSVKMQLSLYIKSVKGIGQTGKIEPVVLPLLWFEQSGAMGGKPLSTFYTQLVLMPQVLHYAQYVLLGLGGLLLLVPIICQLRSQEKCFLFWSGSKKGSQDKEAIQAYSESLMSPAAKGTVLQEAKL
RTF Ca sens act: cardiac RTF calcium sensitivity activators, primary screen, biochemical, IANBD-TnC fluorescence, EC20 calcium. Troponin I, cardiac muscle (Homo sapiens) + Troponin T, cardiac muscle (Homo sapiens) + …. IANBD-labeled TnC RTF fluorescence at EC20 calcium; 0% EC20 calcium, 100% full calcium. activation, % at 7.2 µM. actives 0.24% (n = 340,000). AID 493008, 2010;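 active = activation above the mean over all tested compounds plus 3 SD, cut at about 30% in these data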;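 note: rise in fluorescence read as greater calcium sensitivity of cardiac thin filaments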
SR-BI uptake up: activators of SR-BI mediated DiI-HDL uptake, primary screen, ldlA[mSR-BI] CHO cells, DiI fluorescence | 3 h; 100 = double the neutral-control signal | activation, % at 12.5 µM | actives 0.096% (n = 320,000) | AID 504775, 2011;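 active = mean replicate activation of at least 60% and every replicate at or above 60%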;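 note: 0% = median plate neutral-control signal and 100% = twice that signal; values of inactives mirror those of a sister screen read the other way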
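System: CHO ldlA[mSR-BI] cells / Medium: HEPES-buffered (25 mM, pH 7.4) F12 plus 0.5% BSA / Probe or stimulus: labelled HDL, 10 µg/mL / Doses: single compound concentration, delivered by pin transfer / Schedule: 3 h, 37 °C / Measured by: DiI fluorescence, bottom read / Measure: cell-associated DiI fluorescence as measure of HDL uptake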
dFosB activator: activators of delta FosB homodimer, primary screen, biochemical, fluorescence polarization, TAMRA-CDK5 oligo, single point; purified delta FosB; percent of positive-control signal above neutral wells; Protein FosB (Mus musculus), P13346; actives 0.99% (n = 340,000); activation, % at 25 µM;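 active = mean activation above about 17%, with every replicate also reaching it, limit read from the data, passing the limit was not always enough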;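 note: fluorescence polarization rise as delta FosB binds a TAMRA Cdk5 AP-1 oligo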
HTR5A ag ctr: HTR5A agonists in luminescence cell assay, primary screen, counter-screen for OPRM1-OPRD1 heterodimer agonist project, full-deck HTS | 5-hydroxytryptamine receptor 5A (Homo sapiens), P47898 | cell-based | activation, % at 9.3 µM | actives 0.61% (n = 340,000) | AID 504692, 2011; in the data active = activation mostly above about 9.5%, no sharp cut-off; inactive = mostly below about 7.6%;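 note: 0% = cells with vehicle only and 100% = reference agonist; strong numbers were not always called active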
Target sequence (P47898 whole entry, looked up): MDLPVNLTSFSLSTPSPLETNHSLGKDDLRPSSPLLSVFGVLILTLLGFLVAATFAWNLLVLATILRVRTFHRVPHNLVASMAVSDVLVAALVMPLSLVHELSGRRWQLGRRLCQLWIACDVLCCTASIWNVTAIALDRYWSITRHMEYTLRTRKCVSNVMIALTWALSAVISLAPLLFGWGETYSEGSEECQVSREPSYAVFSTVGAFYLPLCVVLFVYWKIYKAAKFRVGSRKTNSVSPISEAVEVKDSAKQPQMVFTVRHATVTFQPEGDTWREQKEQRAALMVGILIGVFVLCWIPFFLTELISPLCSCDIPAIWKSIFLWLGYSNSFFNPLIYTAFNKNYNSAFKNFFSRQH
PvdQ acylase: P. aeruginosa PvdQ acylase inhibitors, primary screen, biochemical, fluorescence, plate reader and imaging, single point | PvdQ acylase [Pseudomonas aeruginosa LESB58] | purified PvdQ acylase | inhibition, % at 10 µM | actives 0.063% (n = 340,000) | AID 488965, 2010; in the data active = inhibition above about 30%, passing the limit was not always enough;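 note: 0% = vehicle neutral wells and 100% = reference inhibitor wells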
MITF act: activators of MITF-driven TRPM1 promoter reporter, primary screen, cell-based, SK-MEL-5, luciferase, single point. SK-MEL-5 TRPM1-promoter luciferase, 24 h; % of positive control, neutral wells = 0. activation, % at 12.5 µM. actives 0.75% (n = 300,000). AID 588334, 2011;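 active = mean activation of at least 80% with every replicate also reaching 80%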;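 note: 0% = neutral control wells and 100% = parthenolide positive control wells; values of inactives mirror those of a sister screen read the other way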
Active calls of the source: *; · = no result given.

Results follow in this order: CDK5 inh, Rtt109 Vps75, RTF Ca sens act, HTR5A ag ctr, dFosB activator, PvdQ acylase, SR-BI DiI inh, Wnt act, MITF act, SR-BI uptake up
(1) O=C(NC12CC3CC(CC(C3)C1)C2)c1cccc(OC(F)F)c1
  1.1, 0, -2, -2, -2, -1, -1, 4, 18, 1
(2) O=C(NC1CCN(Cc2ccccc2)CC1)c1cc(-c2ccccn2)nc2ccccc12
  0.4, 4, 5, 0, -21, -12, 5, -4, -3, -5
(3) CCn1cc(CN2CCCC(CNS(=O)(=O)c3ccc(OC)cc3)C2)cn1 (stereo not drawn)
  -0.8, 1, -1, 3, -1, -7, -32, -1, -3, ·
(4) COc1ccccc1NS(=O)(=O)c1ccc2oc(=O)ccc2c1
  0.6, 6, 0, -2, -8, -12, -2, 0, ·, 2
(5) CCCC(=O)NCCc1nc2ccccc2n1CC(=O)c1ccccc1
  -3.9, 2, -3, 5, -2, -4, 6, -6, 9, -6
(6) COc1ccc(NC(=O)CCN2C(=O)NC3(CCCC3)C2=O)cc1Cl
  -1.9, 1, -6, -2, -5, 4, 22, -4, 3, -22
(7) O=c1c(-c2ccnn2-c2ccc(F)cc2)cnc2n1CCS2
  0.0, -13, -3, 6, 2, -5, -10, 0, -4, 10
(8) Cc1c(NC(=O)C(C)OC(=O)c2cc(Cl)ccc2O)c(=O)n(-c2ccccc2)n1C (stereo not drawn)
  -1.7, 3, -6, -1, -1, -15, 3, -3, 3, -3
(9) O=C1CC(c2cccc([N+](=O)[O-])c2)c2c(ccc3ccccc23)N1 (stereo not drawn)
  -0.2, 2, 3, -2, -12, -10, 8, ·, -29, -8
(10) CCN(CC)C(NC(=O)c1ccccc1)C(=O)c1ccccc1 (stereo not drawn)
  -0.6, -10, -5, -2, -3, -17, -13, ·, 1, 13
(11) O=C(/C=C/c1ccc2c(c1)OCO2)Nc1nc(-c2ccccc2)cs1
  -2.8, 7, 0, 0, 4, -4, 20, ·, -13, -20
(12) Cc1cccc(N2CCN(C(=O)CN3C(=O)NC(C)(C)C3=O)CC2)c1C
  1.2, -3, 1, 3, -1, -11, 55, 5, 21, -55
(13) COc1ccc(-n2nnc3c(SCC(=O)NCc4ccco4)ncnc32)cc1
  1.0, -7, 4, -6, -1, -4, ·, ·, 1, ·
(14) O=C1NC(c2ccc3c(c2)OCO3)Oc2ccccc21 (stereo not drawn)
  1.4, 7, -3, 2, -5, 15, -25, ·, -3, 25
(15) COc1ccc(NC(=S)N2CCC(NC(=O)c3ccco3)CC2)cc1
  1.0, 15, 4, 3, -5, 5, 2, -4, -9, -2
(16) Cc1cccc(OCCCC(=O)NC(C)C)c1
  -0.9, 4, 4, -4, 3, -17, -18, ·, 2, 18
(17) Cc1ccc2c(c1)/C(=C/c1ccco1)C(=O)N2
  2.4, 1, -8, -2, -1, -3, 0, 8, 3, 0
(18) CCC(CC)C(=O)N1CC(=O)Nc2ccc(F)cc2C1c1ccc(F)cc1 (stereo not drawn)
  -0.3, 0, 2, -3, 0, -10, ·, -1, 6, ·
(19) COc1ccc(CCNc2ncnc3c2c(C)c(C)n3CCO)cc1OC
  1.1, 4, -1, 3, -10, -12, -5, 2, 24, 5
(20) CCCn1c(-c2ccc(OC)cc2)nc2ccccc21
  -0.1, 6, -3, 3, -8, -14, 15, ·, 1, -15

2 compounds picked at random from those above, as already listed:
Results follow in this order: CDK5 inh, Rtt109 Vps75, RTF Ca sens act, HTR5A ag ctr, dFosB activator, PvdQ acylase, SR-BI DiI inh, Wnt act, MITF act, SR-BI uptake up
(5) CCCC(=O)NCCc1nc2ccccc2n1CC(=O)c1ccccc1
  -3.9, 2, -3, 5, -2, -4, 6, -6, 9, -6
(10) CCN(CC)C(NC(=O)c1ccccc1)C(=O)c1ccccc1 (stereo not drawn)
  -0.6, -10, -5, -2, -3, -17, -13, ·, 1, 13

Following part:
Results follow in this order: CDK5 inh, Rtt109 Vps75, RTF Ca sens act, HTR5A ag ctr, dFosB activator, PvdQ acylase, SR-BI DiI inh, Wnt act, MITF act, SR-BI uptake up
(21) O=C1ON=C(c2ccc(Cl)c([N+](=O)[O-])c2)/C1=C/c1cccc([N+](=O)[O-])c1O
  1.3, -3, 0, -1, 0, -11, 7, 1, -3, -7
(22) C=CCC(C)(NCc1ccccc1)c1ccco1 (stereo not drawn)
  -4.7, -7, 0, 5, -6, -6, -3, -3, -1, 3
(23) Cc1ccc(S(=O)(=O)N/N=C\c2ccc3c(c2)OCO3)c(C)c1
  -0.2, 4, 2, 11*, -1, -1, 2, 1, -20, -2
(24) COc1cccc(-c2ccc(C#N)c(OC(=O)c3c(Cl)cccc3Cl)n2)c1
  -0.3, 1, 6, 2, -22, -15, -15, ·, 1, 15
(25) O=C(NC1CCCN(Cc2ccc(Cl)cc2)C1)c1ccccc1C(F)(F)F (stereo not drawn)
  1.8, 4, 1, 3, -6, -14, 4, -3, -2, -4
(26) Fc1ccccc1N1CCN(CCCc2ccccc2)CC1
  0.0, 7, 3, -1, 2, -1, -16, 6, ·, 16
(27) C[C@@H](NC(=O)c1[nH]cnc1C(=O)Nc1nccs1)c1ccccc1
  0.9, -2, -3, -2, -5, -12, -7, 1, 6, 7
(28) Cc1ccc(NC(CNS(=O)(=O)c2ccc(Cl)cc2)c2ccccc2)cc1 (stereo not drawn)
  3.4, 1, -2, 2, -7, -5, -40, -3, 0, 40
(29) CCN1C(c2ccccc2)C(C)C(=O)C(C)C1c1ccccc1 (stereo not drawn)
  1.8, 4, 5, 4, -3, -10, 8, 0, -5, -8
(30) Cc1cc(NC(=O)C(C)Oc2ccc(C(C)(C)C)cc2)no1 (stereo not drawn)
  2.1, -13, -5, 1, 1, -16, -3, 0, -1, 3
(31) COc1ccc(NC(=O)Cc2ccc(Cl)cc2Cl)cn1
  -0.6, 2, 4, 3, 0, 5, 9, 2, -4, -9
(32) O=C(CSc1ccc2nnc(-c3ccc(Cl)cc3)n2n1)N1CCc2ccccc21
  1.7, -4, -1, 6, -2, 8, 2, -4, 5, -2
(33) CCCN(C#N)c1nc(NCC)nc(NC(C)C)n1
  0.5, 3, -4, 4, 4, 0, 1, ·, 0, -1
(34) Cc1ccc(C(=O)c2ccccc2C(=O)OCC(=O)NCC2CCCO2)cc1 (stereo not drawn)
  0.3, -8, 9, 0, 2, -3, 11, 2, -6, -11
(35) CCOC(=O)COc1ccc(S(=O)(=O)NCCC2=CCCCC2)cc1
  1.1, -4, 2, 7, -10, -16, -39, 2, 5, 39
(36) C[C@H]1CCC(=O)N([C@H](CN=[N+]=[N-])Cc2ccccc2)CC1
  -0.7, -4, 1, 2, 3, 6, -26, 1, -5, 26
(37) COc1ccccc1NC(=O)C(C)OC(=O)Cn1cnc2c1c(=O)n(C)c(=O)n2C (stereo not drawn)
  0.9, -19, 0, -1, -3, -4, -21, -5, 1, 21
(38) O=C(N/N=C/c1ccc(O)c(O)c1)N/N=C/c1ccc(O)c(O)c1
  5.4, -16, -6, 0, -16, 23, 18, -2, 8, -18
(39) COc1cccc(C(=O)O/N=C2\CCS(=O)(=O)c3sccc32)c1
  -2.5, -4, -1, -4, -6, -9, 12, 0, -5, -12
(40) COc1ccc(N(CC(=O)NCc2ccccc2OC)S(=O)(=O)c2c(C)nn(C)c2C)cc1
  -0.8, -1, 3, 5, -11, 2, 20, -1, ·, -20
(41) CN(C(=O)c1ccc(NC(=O)Cc2cccc(NC(=O)C3CCCN(C(=O)C4CCCCC4)C3)c2)cc1)C1CCCC1 (stereo not drawn)
  -1.3, 6, -3, -2, 0, 7, 27, -3, ·, -27
(42) COc1cccc(C2NC(=O)c3ccccc3O2)c1OCc1ccccc1F (stereo not drawn)
  1.2, -5, -2, -2, -20, -15, -8, -1, 17, 8
(43) Cc1ccc(S(=O)(=O)N2CCC(C(=O)N3CCc4ccccc43)CC2)cc1
  -4.4, 9, -1, 8, -9, -12, -31, 0, -1, ·
(44) CC(C)NC(=O)C(=O)Nc1ccc2c(c1)N(S(=O)(=O)c1cccs1)CCC2
  -5.8, 4, 3, 0, -4, -18, 9, 2, -7, -9
(45) OC(COc1ccc(Br)cc1)CN1CCOCC1 (stereo not drawn)
  -0.2, 10, 2, 1, 0, 10, -17, ·, 1, 17
(46) CCOC(=O)c1oc2ccc(OC)cc2c1NC(=O)CN1CCN(C)CC1
  0.0, -4, 3, 3, -13, -13, 1, -7, ·, -1
(47) CCN(CC(=O)Nc1ccccc1C(F)(F)F)C(=O)c1ccccc1Cc1ccccc1
  0.2, 0, -6, 8, -8, 4, 25, -4, -9, -25
(48) O=C1COc2ccc(C(=O)COC(=O)c3c(F)cccc3Cl)cc2N1
  -2.5, 5, -2, -7, -15, -14, 5, 19, 18, -5
(49) COc1ccc(N)cc1NC(=O)CN1CCCC1
  1.2, -4, 0, 3, -1, -9, -25, 0, 3, 25
(50) Cc1ccc(OCc2nc(-c3ccccc3)no2)c(C)c1
  0.2, 0, 4, 3, -8, -6, -13, ·, 80, 13
(51) O=C(c1cc2nc(-c3ccco3)cc(C(F)(F)F)n2n1)N1CCc2ccccc2C1
  -0.4, 6, -6, -10, -16, 0, 5, ·, -7, -5
(52) CC(=O)c1cc(Cl)ccc1OCC(=O)NC1CCCC1
  -1.3, -4, 1, 3, 3, -4, 2, -3, 50, -2
(53) COc1cc(/C=N/N=C2/NC(=O)C(Cc3ccc(F)cc3)S2)ccc1O (stereo not drawn)
  -2.8, 4, 3, -1, -1, -26, 26, 2, 17, -26
(54) COC(=O)c1c(C)[nH]c(O)c1C=Nc1ccc(C#N)cc1
  -0.6, 0, -2, 3, -9, -7, 8, ·, -14, -8
(55) CCc1nnc(SCC(=O)Nc2ccc3c(c2)OCO3)n1CC
  -0.4, -13, 3, 1, 2, -3, -20, 2, 5, 20

An unsorted share of the library; any-hit rate near 4.4%.
